Gli-Sufu antag: Gli-Sufu pathway antagonism | Sufu-KO-LIGHT fibroblasts, Gli luciferase reporter luminescence | AID 588413 | inhibition, % at 5 µM | actives 0.74% (n = 340,000);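 active means inhibition above about 55%, limit read from the data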;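 further: 0% = DMSO-treated cells and 100% = wells with medium but no cells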
APJ ag: activates the human apelin receptor APJ | CHO-K1 APJ PathHunter beta-arrestin, luminescence; 0% DMSO wells, 100% apelin | activation, % at 20 µM | actives 0.11% (n = 330,000) | AID 2520;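 active means activation more than six SD over the plate average, tested at 20 µM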;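 further: 0% = DMSO alone and 100% = apelin-13 at 10 nM; some results filed as inactive read as strong as hits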
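Test system – PathHunter CHO-K1 APJ (AGTRL-1) beta-arrestin reporter cells · Input – 1000 cells/well · Compound – single test compound dose, 20 µM final, 1% DMSO · Times – compound stimulation 90 min at 25 °C, detection 60 min · Technique – beta-gal luminescence · Read-out basis – APJ–arrestin association signal · Control set – negative DMSO alone, positive Apelin-13 at 10 nM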
ATG4B inh: ATG4B (human) cysteine protease inhibition; Q9Y4P1; ATG4B cleavage of LC3-PLA2, NBD-HPC fluorescence, 1 h; inhibition, % at 8.33 µM; actives 0.51% (n = 340,000); in the data active means inhibition above about 40%
CXCR6 inh: blocks human CXCR6 beta-arrestin recruitment; CHO-K1 PathHunter CXCR6 beta-arrestin, luminescence; inhibition, % at 20 µM; actives 0.36% (n = 360,000); AID 602244; in the data active means inhibition above about 34%, passing the limit was not always enough;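 further: antagonist mode with CXCL16 agonist at 10 nM final; 0% = 10 nM CXCL16 with DMSO and 100% = unstimulated wells without agonist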
Target sequence (O00574 whole entry, looked up): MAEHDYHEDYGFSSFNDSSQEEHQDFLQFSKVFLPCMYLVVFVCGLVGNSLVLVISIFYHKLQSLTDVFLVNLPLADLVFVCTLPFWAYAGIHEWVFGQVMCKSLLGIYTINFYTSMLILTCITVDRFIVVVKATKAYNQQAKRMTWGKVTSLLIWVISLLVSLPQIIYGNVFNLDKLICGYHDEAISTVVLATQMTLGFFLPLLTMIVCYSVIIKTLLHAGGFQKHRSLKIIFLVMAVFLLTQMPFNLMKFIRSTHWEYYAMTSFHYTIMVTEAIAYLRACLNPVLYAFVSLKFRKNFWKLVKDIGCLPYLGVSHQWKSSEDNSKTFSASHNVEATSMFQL
UBC13 polyUb: blocks human UBC13 polyubiquitin chain formation. P61088. TR-FRET. inhibition, % at 20 µM. actives 0.47% (n = 330,000); in the data active means inhibition above about 45%, passing the limit was not always enough; inconclusive means no clear call, values can overlap the other calls
Target sequence (P61088 whole entry, looked up): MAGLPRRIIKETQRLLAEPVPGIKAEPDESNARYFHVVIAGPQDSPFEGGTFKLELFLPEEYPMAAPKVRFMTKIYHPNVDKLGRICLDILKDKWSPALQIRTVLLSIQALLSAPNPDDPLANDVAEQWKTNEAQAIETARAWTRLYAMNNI
EBI2 block: blocks human EBI2 receptor beta-arrestin signaling; P32249; EBI2 beta-arrestin recruitment, luminescence, 7a,25-OHC stimulated; inhibition, % at 5 µM; actives 0.81% (n = 360,000); AID 651636; in the data active means inhibition above about 38%;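 further: enzyme fragment complementation signal reports receptor beta-arrestin coupling in cells; 0% = agonist plus DMSO wells and 100% = wells without agonist; some results beyond the cut were filed as inactive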
APJ antagonist: blocks the human apelin receptor APJ; CHO-K1 APJ beta-arrestin complementation, luminescence; actives 0.32% (n = 330,000); P35414; inhibition, % at 20 µM;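 active means inhibition above about 40% at 20 µM, limit read from the data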;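 further: cells challenged with 10 nM apelin-13 agonist together with compound; plate controls were apelin-13 plus DMSO wells for no effect and DMSO wells lacking apelin-13 for full effect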
CCR6 antag: CCR6 (human) receptor antagonism; P51684; CHO-K1 CCR6 PathHunter beta-arrestin, luminescence, CCL20-stimulated; inhibition, % at 20 µM; actives 0.49% (n = 340,000); AID 493098;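 active means compounds whose inhibition of the agonist-driven luminescence signal at 20 µM reaches about 50%, limit read from the data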;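 further: cells stimulated with CCL20 at 14 nM final; plate controls were DMSO with CCL20 for no effect and DMSO without agonist for full effect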
Target sequence (P51684 whole entry, looked up): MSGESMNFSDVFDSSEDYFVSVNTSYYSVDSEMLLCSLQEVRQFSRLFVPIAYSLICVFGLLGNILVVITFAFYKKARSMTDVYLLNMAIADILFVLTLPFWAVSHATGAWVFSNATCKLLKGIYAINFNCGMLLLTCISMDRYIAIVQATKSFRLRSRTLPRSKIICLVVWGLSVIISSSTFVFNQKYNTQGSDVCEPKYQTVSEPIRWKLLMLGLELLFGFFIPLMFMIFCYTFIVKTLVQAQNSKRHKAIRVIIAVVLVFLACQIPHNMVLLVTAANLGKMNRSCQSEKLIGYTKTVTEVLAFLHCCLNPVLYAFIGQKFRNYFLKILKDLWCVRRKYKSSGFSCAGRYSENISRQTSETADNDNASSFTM
* marks the source's active call; other numbers are inactive results; ? = inconclusive; nt = no result given. Hits appear at their usual frequency; about 3% have a hit in one of these screens.

cpd | smiles | Gli-Sufu antag | APJ ag | ATG4B inh | CXCR6 inh | UBC13 polyUb | EBI2 block | APJ antagonist | CCR6 antag
1 | COc1cccc(Cn2cc(C(=O)NCCN(C)C)nn2)c1 | -3 | -4 | -3 | -2 | 8 | -2 | -7 | -4
2 | CC(C)(C)NC(=O)C(=O)N/N=C/c1ccc(F)cc1 | -13 | -2 | -2 | -2 | -4 | -17 | 7 | 6
3 | COc1ccccc1CCNS(=O)(=O)c1cc2c3c(c1)C(C)C(=O)N3CCC2 (centres undefined) | 8 | -1 | -10 | -10 | -6 | 2 | -8 | 1
4 | CCn1c2ccccc2c2nnc(SCC(=O)Nc3ccc4c(c3)OCO4)nc21 | 3 | 4 | 6 | 0 | 6 | -13 | -8 | -6
5 | COc1ccc(C(=O)N(CCCO)Cc2cc3c(C)ccc(C)c3[nH]c2=O)cc1OC | -7 | nt | -6 | -2 | nt | -2 | nt | -3
6 | CCOc1ccc(NC(=O)COC(=O)CNC(=O)c2ccc(-c3ccccc3)cc2)cc1 | -7 | -1 | -5 | 3 | -13 | -5 | -5 | 6
7 | O=C(CCC1CCCN(C(=O)c2cccs2)C1)N1CCN(c2ccccn2)CC1 (centres undefined) | 4 | 0 | -5 | -4 | 5 | 5 | 1 | 15
8 | COC(=O)/C=C1/S/C(=N/NC(=O)c2ccccc2)NC1=O | 13 | -1 | -1 | 8 | -13 | -8 | 2 | 23
9 | CC(Oc1ccc(F)cc1)C(=O)N(CCC1=CCCCC1)c1c(N)n(Cc2ccccc2)c(=O)[nH]c1=O (centres undefined) | 19 | -10 | -16 | 13 | -11 | 13 | 11 | 11
10 | Oc1ccc(-c2n[nH]c(=S)n2Cc2ccco2)cc1 | -7 | -1 | 9 | 18 | 1 | 8 | -19 | 8
11 | O=C1CCCN1CCCNC(=S)Nc1cccc2ccccc12 | 3 | 0 | -6 | -4 | 0 | -12 | -6 | 3
12 | Cn1nnnc1SCC(=O)NCc1cccs1 | 1 | -4 | -12 | -8 | 7 | -1 | -13 | -28
13 | CC(C)n1ncc2c(C(=O)Nc3cccc(S(=O)(=O)N(C)C)c3)cc(C3CC3)nc21 | 5 | 4 | -14 | 3 | 6 | 5 | -1 | 13
14 | CC1C/C(=N/O)C(C)CN1 (centres undefined) | 9 | -3 | -6 | 4 | 2 | -1 | -2 | 8
15 | O=C(C=Cc1cccs1)c1cccs1 | 1 | nt | -2 | 6 | nt | 6 | nt | 10
16 | c1ccc(Nc2nc(N3CCCC3)nc(N3CCOCC3)n2)cc1 | 0 | -2 | 0 | -5 | 11 | 9 | -8 | -7
17 | O=C(CSc1nnc(Cn2c(=O)sc3ccccc32)n1-c1ccccc1)N1CCCC1 | -6 | -1 | -8 | 1 | 0 | 0 | -66 | -2
18 | CCN(CC)S(=O)(=O)c1cccc(-c2nnc(SCC(N)=O)n2N)c1 | -13 | 1 | 6 | -6 | 18 | -5 | -12 | 5
19 | O=C(C1CCCC1)N1CCN(S(=O)(=O)c2ccc(F)cc2)CC1 | 5 | 0 | -5 | 2 | -4 | 1 | 11 | 5
20 | Cc1cnc(C(=O)OC(C(=O)Nc2cc(C(F)(F)F)ccc2Cl)c2ccccc2)cn1 (centres undefined) | 1 | 0 | -7 | -2 | 7 | 9 | -1 | 8
21 | CCOC(=O)c1c(C)[nH]c(C(=O)C(C)OC(=O)c2cnc(C)cn2)c1C (centres undefined) | -10 | -1 | -9 | -8 | 1 | -3 | 0 | 6
22 | CC(C)CC(OC(=O)c1cccs1)C(=O)NCc1cccs1 (centres undefined) | 1 | 3 | -9 | -1 | -2 | -4 | -7 | 26
23 | O=c1[nH]c(=S)[nH]c2scc(-c3ccc(Br)cc3)c12 | 2 | 2 | -5 | -4 | 31 | 2 | -9 | -3
24 | CC1=NN(c2ccc(C(=O)O)cc2)C(=O)CC1 | -16 | 1 | 0 | -8 | -8 | 7 | 7 | 6
25 | O=[N+]([O-])c1ccc2cn(-c3ccccc3)nc2c1 | -93 | 6 | 6 | 1 | -5 | 8 | -6 | 11
26 | CCN(CC)S(=O)(=O)c1cc(NC(=O)CNc2c(C)n(C)n(-c3ccccc3)c2=O)ccc1C | -6 | -2 | -4 | -3 | -2 | -1 | 16 | 5
27 | COc1ccc(C)cc1NC(=O)CSc1nnc(COc2ccc(Cl)cc2)n1Cc1ccco1 | 3 | -3 | -21 | 0 | -2 | 23 | 9 | 14
28 | CCOc1ccc2nc(NC(=O)c3cccnc3)sc2c1 | 20 | 1 | -1 | -6 | 8 | 1 | 23 | 6
29 | Cc1ccc(-n2ncc3c2CC(C)(C)CC3NC(=O)c2cc[n+]([O-])cc2)cc1 (centres undefined) | 2 | 6 | 2 | -4 | -10 | -2 | -13 | -11
30 | CN(C(=O)c1ccc([N+](=O)[O-])cc1)c1ccccc1C(=O)NCc1ccccc1 | 4 | 2 | 10 | -16 | -4 | 0 | -14 | 0
31 | CCOC(=O)N1CCN(C(=O)c2ccc3c(=O)n(-c4ccc(OC)cc4)c(=S)[nH]c3c2)CC1 | -34 | -5 | 1 | 12 | -1 | -3 | -5 | 18
32 | COc1ccc(SCCc2ccncc2)cc1 | -2 | -1 | -2 | 2 | -6 | -1 | -5 | 3
33 | COc1ccc(-n2nc3c(c2NC(=O)C2CC2)CS(=O)(=O)C3)cc1 | -6 | -5 | -3 | -1 | -4 | 5 | 6 | 7
34 | CCOC(=O)CCC(=O)Nc1ccc(S(=O)(=O)Nc2cc(OC)nc(OC)n2)cc1 | -5 | -1 | -8 | -2 | -7 | -13 | 19 | 5
35 | [O-][n+]1cccc2ncc3cscc3c21 | -3 | -1 | -3 | -1 | -8 | 2 | 11 | 7
36 | Cc1cc(C)c(NC(=O)CSc2nc3ncc(Br)cc3[nH]2)c(C)c1 | -14 | 2 | 0 | 8 | -19 | 13 | -18 | 15
37 | CCOc1cccc(CNc2nnnn2C)c1 | 2 | -2 | 5 | 3 | 7 | -5 | 15 | -8
38 | O=C(CSc1nc2c(c(=O)n1-c1ccc(F)cc1)SCC2)NCc1ccco1 | 9 | -6 | -4 | 4 | -3 | 7 | 18 | 9
39 | CCOC(=O)C1=C(C)N(CCCC(=O)O)C(=O)NC1c1cccc(OC)c1 (centres undefined) | -11 | 2 | -5 | nt | -5 | nt | -10 | 0
40 | CCN(Cc1ccccc1)C(=O)c1cccc(S(=O)(=O)N2CCN(c3ccc(F)cc3)CC2)c1 | 20 | -5 | -5 | -7 | 10 | 3 | 12 | 21
41 | Cc1ccc(Cl)cc1NC(=O)NCc1ccccn1 | nt | 1 | 4 | -1 | 1 | -17 | 13 | 5
42 | O=C(OCc1cc(=O)n2c(n1)sc1ccccc12)c1ccc(O)cc1 | 14 | 0 | 4 | -4 | -11 | -10 | -3 | 23
43 | Cc1ccc(-c2cc(C(=O)O)c3ccccc3n2)s1 | -12 | -1 | -5 | 5 | 27 | -3 | 13 | 18
44 | NS(=O)(=O)c1ccc(CCNS(=O)(=O)c2ccc(Cl)s2)cc1 | 3 | -3 | -2 | -6 | 17 | -4 | -2 | 2
45 | COc1ccc(OCCNC(=O)c2cccc(Oc3ccc(C(F)(F)F)cc3[N+](=O)[O-])c2)cc1 | 7 | 0 | -9 | 4 | -1 | 43* | 7 | 19
46 | CCc1ccc(OCC2c3cc(OC)c(OC)cc3CCN2C(=S)NC)cc1 (centres undefined) | 7 | -2 | -21 | -15 | -12 | -9 | 2 | 8
47 | CC1CCN(C(=O)COC(=O)c2ccc([N+](=O)[O-])o2)CC1 | 3 | 6 | -13 | -19 | -6 | -7 | -29 | -19
48 | O=C(Nc1cccc(S(=O)(=O)Nc2ccccc2Cl)c1)c1ccc(N2CCCC2)c([N+](=O)[O-])c1 | 7 | -4 | -8 | 18 | -19 | 16 | 8 | 22
49 | CCC(C)(C)n1nnnc1C(c1ccc(OC)c(OC)c1)N1CCN(c2ccc(OC)cc2)CC1 (centres undefined) | 3 | -1 | -11 | 9 | -7 | -4 | -21 | 24
50 | CCC(=O)N(Cc1ccco1)c1nc(C(=O)Nc2ccc(Cl)cc2)c(C)s1 | -21 | -4 | -2 | 7 | 6 | 32 | -5 | 23
51 | CCOC(=O)c1cnc(-c2ccccc2)nc1N1CCOCC1 | nt | -4 | 0 | -3 | -3 | -4 | -10 | 16
52 | COc1ccc(/C=C(\NC(=O)c2ccc(C)cc2)C(=O)NCCCN2CCOCC2)cc1OC | 23 | 1 | -5 | 8 | -3 | 10 | -1 | -1
53 | Cn1nnc(NC(=O)c2ccc([N+](=O)[O-])cc2Cl)n1 | -5 | 1 | -12 | -4 | -4 | -13 | -38 | -7
54 | COc1ccc(Cl)cc1NC(=O)CN(C)CC(=O)Nc1ccc(C)cc1Br | 2 | -3 | -16 | -1 | 22 | -4 | 8 | 4
55 | Nc1sc(-c2ccccc2)cc1C(=O)N/N=C/c1ccc(Cl)cc1 | 0 | -1 | 8 | 2 | -5 | 13 | -2 | 1
56 | COc1ccc(NC(=O)CSCC(=O)N(C)Cc2ccc(Cl)c(Cl)c2)cc1 | 3 | -2 | -9 | -2 | 1 | -2 | 14 | 4

(further entries)
cpd | smiles | Gli-Sufu antag | APJ ag | ATG4B inh | CXCR6 inh | UBC13 polyUb | EBI2 block | APJ antagonist | CCR6 antag
57 | CC(=O)Nc1ncc(N=Nc2cccc(C(F)(F)F)c2)s1 | -26 | -10 | -6 | 32 | -11 | 16 | 28 | 28
58 | Cc1cccc(-n2nnnc2SCC(=O)c2cc(C)n(CC3CCCO3)c2C)c1 (centres undefined) | -15 | -1 | -12 | 8 | -22 | 10 | -6 | 15
59 | CCOc1cccc2sc(NC(=O)CCS(=O)(=O)c3ccccc3)nc12 | 4 | -1 | -3 | 9 | 14 | 0 | 2 | -3
60 | CCn1ncc(CN2CCCC(C(=O)c3cccc(OC(C)C)c3)C2)c1C (centres undefined) | 40 | -4 | -4 | -5 | 1 | 1 | 16 | 14
61 | O=C(COC(=O)C1CCN(C(=O)c2ccc(Cl)cc2)CC1)Nc1ccccc1F | 6 | -4 | -6 | 6 | 9 | 15 | -7 | 14
62 | Cc1ccc(Nc2cc(C)c(O)c(C)c2)cc1 | 4 | 2 | 7 | -19 | -22 | 5 | 20 | 8
63 | CCc1ccc(NC(=O)CCNC(=O)Cn2cnc3ccccc3c2=O)cc1 | 18 | -1 | -5 | 2 | 10 | -4 | -3 | -3
64 | COc1ccc(NC(=O)C2CCC(CNS(=O)(=O)c3csc(C(N)=O)c3)CC2)cc1OC (centres undefined) | -20 | 1 | -2 | -3 | 0 | -5 | 10 | 4
65 | COc1cc(OC)cc(-c2c(-c3cccs3)c3cc(-c4ccc5c(c4)OCO5)ccc3n2C)c1 | 2 | -3 | -4 | 2 | ? | 14 | -3 | 8
66 | Cc1cc(NS(C)(=O)=O)c(=O)n(Cc2c(F)cccc2Cl)c1 | 0 | -2 | 6 | 0 | -1 | -5 | 8 | 2
67 | COc1cc(-c2ccccc2)nc(N)n1 | -43 | -2 | 11 | -1 | 10 | 4 | -15 | 6
68 | Cc1nn(C)cc1C(C(=O)NC1CCCCC1)N(Cc1ccc(F)cc1)C(=O)c1cnccn1 (centres undefined) | 1 | -3 | 7 | 0 | 2 | -2 | 11 | 13
